AI-2 QS modul – Vibrio harveyi AI-2 quorum sensing modulators, primary screen, JMH597 strain, luminescence/OD600 ratio | Vibrio harveyi JMH597 AI-2 luminescence/OD600 ratio, 9 h; hits give low values; strain lacks LuxN and CqsS sensors; 0 = neutral-control median | 300,000 tested, 0.4% active | activity change, % at 7.5 µM | AID 2094, 2009; in the data active means activity change below about -75%, passing the limit was not always enough;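 further: luminescence divided by OD600 gain over 9 h not by final OD600 alone; inactives centre near 13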
HSF-1 act – HSF-1 activators, primary screen, NIH3T3-HGL cells, MG132 stress, luminescence, single point. NIH3T3-HGL HSF-1 luciferase reporter, 8 h; 100% = twice DMSO control signal. activation, % at 9 µM. 300,000 tested, 1.7% active;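 active means mean replicate activation of at least 50% with a set share of replicates each reaching 50%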;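 further: 0% = median of the neutral control wells and 100% = twice that signal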
HIF activator – HIF pathway transcriptional activators, primary screen, cell-based, U2OS HRE-luciferase, luminescence. U2OS HRE-luciferase reporter; normalized: DMSO 0%, desferrioxamine 100%. activation, % at 7.5 µM (by protocol). 300,000 tested, 0.32% active. AID 1910, 2009;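 active means mean activation of at least 10% of the iron chelator positive control signal, with at least half of replicates also reaching 10%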
aSyn UTR inh – MLPCN primary screen, SNCA 5' untranslated region | alpha-synuclein 5'UTR reporter, inhibitor activity | inhibition, % (tested at 7.5 µM) | 300,000 tested, 0.82% active; in the data active means inhibition above about 60%;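 further: H4 neuroglioblastoma cells stably carrying SNCA 5'UTR luciferase fusion; 0% = DMSO wells and 100% = positive control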
IEC-6 cytotox – cytotoxicity in IEC-6 intestinal epithelial cells, primary screen, cytotoxicity control for KLF5 inhibitor project, cell-based, luminescence; 290,000 tested, 0.78% active; AID 1825, 2009; inhibition, % at 5 µM; IEC-6 cytotoxicity, luminescence viability; in the data active means inhibition above about 22%;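 further: 0% = plate median of test compound wells and 100% = cytotoxic reference compound wells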
Platelet DG rel – inhibitors of platelet dense granule secretion, primary screen, cell-based, MLPCN, human platelets | inhibition, %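 (compounds screened at 7.5 µM in platelet-rich plasma)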 | 300,000 tested, 0.22% active | human platelet-rich plasma, SFLLRN dense granule ATP release, luminescence | AID 1663, 2009;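 active means mean replicate score, as percent of positive control, at or above 50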
HDAC3 inh – HDAC3 deacetylase inhibitors, primary screen, biochemical, fluorescence, cell-free homogeneous; inhibition, % at 8.3 µM; Histone deacetylase 3 (Homo sapiens), O15379; recombinant HDAC3, fluorogenic peptide/trypsin coupled; AID 2718, 2010; 320,000 tested, 0.15% active; in the data active means inhibition above about 26%, passing the limit was not always enough
Target sequence (O15379 whole entry, looked up): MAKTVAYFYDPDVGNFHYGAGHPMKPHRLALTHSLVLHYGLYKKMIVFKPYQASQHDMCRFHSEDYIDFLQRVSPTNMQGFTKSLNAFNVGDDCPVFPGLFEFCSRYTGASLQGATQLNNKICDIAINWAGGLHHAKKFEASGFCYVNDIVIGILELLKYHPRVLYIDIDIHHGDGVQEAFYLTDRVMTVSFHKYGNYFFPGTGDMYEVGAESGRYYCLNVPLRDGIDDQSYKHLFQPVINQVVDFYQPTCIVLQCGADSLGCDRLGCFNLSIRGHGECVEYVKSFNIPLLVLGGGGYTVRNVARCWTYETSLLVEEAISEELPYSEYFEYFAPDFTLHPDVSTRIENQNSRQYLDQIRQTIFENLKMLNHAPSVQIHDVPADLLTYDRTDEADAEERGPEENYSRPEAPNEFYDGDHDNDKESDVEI
HSF1 inhib – HSF1 inhibitors in luciferase reporter cells, primary screen, cell-based, NIH3T3, luminescence. activity change, negative = inhibition, % at 7.5 µM (by protocol). AID 2098, 2009. 300,000 tested, 0.77% active. NIH3T3-HGL HSE-luciferase, MG132-induced, luminescence 8 h; hits give low values;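 active means more than half of replicate wells show activity change below -50%, luminescence cut by over half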;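 further: luciferase reports HSF-1 transcriptional activity via heat shock element; 0% = median of DMSO wells and -100% = zero luminescence signal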
HSP90 inh – HSP90 inhibitors, primary screen, cell lysate, luminescence. Rabbit reticulocyte lysate, luciferase refolding luminescence, 3 h. AID 1789, 2009. 290,000 tested, 0.91% active. inhibition, % at 5.6 µM;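 active means inhibition above the screen-wide mean plus 3 SD, computed separately per campaign, cut at about 16% in these data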;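 further: 0% = DMSO wells and 100% = 60 µM geldanamycin wells; inhibitors lower the luminescence because luciferase stays unfolded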
KLF5 inh – KLF5 expression inhibitors, primary screen, DLD-1 cells, luminescence; inhibition, % at 5 µM; DLD-1 KLF5 promoter-luciferase reporter; 290,000 tested, 0.23% active; AID 1700, 2009;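 active means inhibition above a per-plate limit of that plate's mean compound inhibition plus 3 SD, cut at about 60% in these data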;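 further: 0% = DMSO wells and 100% = LY294002 at 200 µM; higher means less KLF5 promoter-driven luciferase light; inactives centre near -14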
Numbers without * were called inactive; / = not tested or not shown.

SMILES	AI-2 QS modul	HSF-1 act	HIF activator	aSyn UTR inh	IEC-6 cytotox	Platelet DG rel	HDAC3 inh	HSF1 inhib	HSP90 inh	KLF5 inh
Cc1nc(C)c(-c2csc(Nc3ccc(S(N)(=O)=O)cc3)n2)s1	6.2	-11.5	-1.1	-0.8	-0.4	-2.5	-2.9	0.5	-2.3	-38.8
COc1ccc(-c2nc(N=Nc3ccc(O)cc3)n[nH]2)cc1	-18.8	23.2	1.0	-50.5	3.6	7.6	/	4.5	2.7	-74.5
COc1ccc(NC(=O)C2C3CCC4C(CCC32)C4(Cl)Cl)cc1 (centres undefined)	17.5	7.2	-0.8	-15.0	-1.4	-4.2	-0.8	2.0	-7.2	12.3
O=C(c1cccnc1)N1CCC(Oc2ccc(C(=O)N3CCCC(O)C3)cc2)CC1 (centres undefined)	-2.4	0.3	-0.2	-9.9	7.7	5.1	2.5	-2.2	-1.3	-23.6
CCCCNC(=O)C1CC(=O)N(CCC(C)C)C1 (centres undefined)	0.6	-5.9	0.1	7.7	-3.7	4.1	-4.1	-14.8	-2.6	-3.9
CC(C)C(=O)OC/C(O)=C(\C#N)c1nc2ccccc2[nH]1	12.8	12.4	-0.5	-11.2	-0.3	0.1	-5.1	4.6	3.1	-13.6
CC[n+]1c(/C=C/c2ccc(N(C)C)cc2)ccc2ccccc21	-10.1	8.1	1.4	2.4	47.8*	6.1	14.6	3.4	-3.8	25.6
Cc1cnc(C(=O)OCC(=O)Nc2cccc(Cl)c2)cn1	-11.9	12.1	-0.2	22.0	-4.8	10.9	/	1.9	-1.5	-5.0
Nn1cnn(Cc2ccccc2)c1=S	/	/	/	/	-4.0	/	1.7	/	-2.1	-11.2
CN(C)C(=O)COc1ccc2c(-c3ccccc3)cc(=O)oc2c1	24.5	10.9	0.0	5.6	-3.8	19.5	-1.8	-2.1	-1.5	-47.1
Cc1cc(C(=O)Nc2ccccc2)c2ccccc2n1	-13.5	0.7	-24.0	-6.0	3.3	2.2	-7.7	-4.3	-4.7	-36.4
COc1cc(OC)cc(C(=O)N[C@H](C(=O)Nc2ccccc2N2CCOCC2)C(C)C)c1	1.7	8.9	-0.3	-3.5	-2.0	1.5	-6.3	-8.3	-0.4	-12.3
CCN1C(=O)[C@H]2[C@@H](c3ccc(-c4ccc(Cl)c(Cl)c4)c(OC)c3)N[C@@](C)(C(=O)OC)[C@H]2C1=O	48.5	13.4	0.3	-4.3	/	-1.1	3.0	5.4	/	/
CSc1ccc(CNc2ccc(C)cc2)cc1	-57.8	-2.7	2.1	-149.4	5.6	-5.5	1.0	-5.7	-1.1	-36.2
COc1ccccc1N1CCN(CC(=O)c2c(C)[nH]c3cc(C)ccc23)CC1	16.1	6.3	-0.5	14.7	-0.4	-11.2	4.7	-2.9	-0.9	0.6
Cc1nccn1CC(=O)N/N=C/c1cccc(O)c1	8.2	-12.4	-0.3	-9.2	8.5	-0.4	-11.3	-4.3	12.5	14.9
Nc1c(C(=O)NCc2ccco2)nnn1-c1ccccc1	24.3	-9.6	3.9	-125.1	-3.4	5.6	2.9	6.0	0.1	-63.8
CC(=O)NS(=O)(=O)c1ccc2c(c1)Cc1cc(S(=O)(=O)NC(C)=O)ccc1-2	17.7	38.3	-1.6	-6.9	-4.8	7.9	6.6	7.8	-4.3	-8.6
O=C1COc2ccc(S(=O)(=O)N3CCCCCC3)cc2N1	5.4	30.3	-0.2	-8.8	-1.8	-0.3	2.6	-0.6	-3.0	2.1
Cc1ccc(NC(=O)N2CCCCCC2)cc1C	5.7	34.3	2.0	-90.2	-1.8	-8.3	1.2	20.9	4.0	-120.2
CCCn1c(CN2CCN(C(=O)OCC)CC2)nc2cc(NC(=O)CC)ccc21	15.3	-5.6	3.7	-23.5	52.7*	12.5	-2.0	-6.9	-1.1	61.3
C1=CC2CC1CC2CNCc1ccco1 (centres undefined)	21.5	33.8	-0.5	-2.2	1.7	0.2	-3.6	18.0	5.3	-14.0
CCOc1ccc(C2C(C(=O)c3ccc(C)o3)=C(O)C(=O)N2Cc2cccnc2)cc1 (centres undefined)	7.9	8.0	0.4	1.4	6.0	1.3	8.6	6.5	3.7	-34.5
CCOc1ccc(C(=O)Nc2cccc(C(=O)O)c2)cc1Cl	-5.5	-45.5	-1.5	-8.2	-11.5	5.8	1.8	-46.9	87.8*	50.6
CCN(CC)S(=O)(=O)c1ccc(/C=C/C(=O)Nc2ccc(Br)cc2F)cc1	29.2	-9.2	-0.2	36.7	7.8	-6.9	4.5	-1.5	-0.8	-7.4
CCCC(=O)NC(c1ccc(OC)c(OC)c1)c1c(O)ccc2ccccc12 (centres undefined)	4.4	8.7	0.0	7.8	-7.2	-9.1	-16.2	8.0	-4.0	-39.2
CC(C)(C)c1ccc(/C=C(\C#N)C(=O)NC2CC2)cc1	4.8	6.4	0.0	-9.3	/	0.3	9.3	-15.1	/	/
Cc1cc(NC(=O)CCC(=O)N(c2cccc(F)c2)C(C(=O)NC2CCCC2)c2ccccc2)no1 (centres undefined)	11.2	-4.5	0.4	25.8	-1.8	3.3	-0.8	4.3	-5.1	-12.8
Cc1cc(C)c(C)c(S(=O)(=O)Nc2cccnc2)c1C	21.2	-8.6	-0.1	6.7	/	-5.5	-0.3	6.1	/	/
O=C(O)C(C(=O)/C=C/c1ccco1)=C1SCCS1	2.1	21.2	0.9	-69.2	0.8	0.0	6.9	-2.2	15.4	-17.6
O=C(Nc1cc(Cl)ccc1Cl)Nn1cnnc1	26.1	-0.6	-0.4	-3.3	-2.6	-0.3	-4.3	-4.3	-5.9	-16.0
NC(=O)COC(=O)CC(NC(N)=O)c1ccc(Cl)cc1 (centres undefined)	34.2	-0.7	0.0	1.6	2.6	6.3	-6.2	-1.2	-2.3	-16.7
Cc1nc(NC(=O)C2CC2)sc1C	9.1	-22.3	0.3	-10.0	-9.4	1.3	3.4	-8.2	-0.3	-0.6
COCCOC(=O)c1c(C)n(C)c2ccc(OC(=O)c3ccccc3OC)cc12	51.5	0.4	-0.3	-2.1	-1.4	3.4	-0.3	3.6	-5.7	-24.1
O=C(OCC(=O)N1CCc2ccccc21)c1c2c(nc3ccccc13)CCCC2	3.0	8.4	0.4	-13.9	2.8	-3.0	5.1	19.2	-0.3	-18.2
O=C(Nc1ccccn1)Nc1ccccc1[N+](=O)[O-]	4.5	15.3	5.2	-90.9	5.1	9.7	-5.6	32.9	-3.2	-98.1
COc1ccc([C@H]2C=C3CN(C(=O)OC(C)(C)C)S(=O)(=O)[C@H]3C[C@H]2OC(=O)c2ccc(C(F)(F)F)cc2)cc1	8.5	4.9	-0.2	8.1	/	4.3	-1.3	8.7	/	/
Cc1nn(-c2ccccc2)c(C)c1C(=O)OCC(=O)NC(=O)NC1CCCC1	11.3	9.6	-0.1	8.9	10.7	13.7	1.9	8.7	1.1	-17.8
Cc1ccc(NS(=O)(=O)c2ccc3[nH]c(=O)[nH]c3c2)c(C)c1	-5.2	7.1	-0.1	36.3	2.7	-0.9	1.4	1.0	5.4	-13.9
CC(=O)Nc1ccc(OCC(O)Cn2cncn2)cc1 (centres undefined)	9.1	-4.7	-0.9	-1.5	-1.2	1.2	-6.1	8.4	-5.9	-27.6
Cc1ccc(C(C)C)c(OCC(=O)NC2CCN(C)CC2)c1	-4.8	-12.5	0.2	-4.9	-7.4	1.1	-10.2	-5.7	-3.0	-54.1
Cc1cccc(NC(=O)C2(C)CC3c4ccccc4C2c2ccccc23)c1 (centres undefined)	3.7	-6.5	-0.2	20.8	-2.4	8.3	11.3	-2.9	4.0	0.0
CCn1c(Cc2ccccc2)nnc1SCC(=O)NC(C)(C)C	38.2	7.3	-0.1	3.7	-2.6	2.8	/	-0.2	2.7	12.5
Cc1cc(NC(=O)C2CCCO2)ccc1Br (centres undefined)	11.9	5.4	-0.1	-16.8	2.0	4.7	-5.0	0.2	0.1	-15.0
Cc1cccc(Nc2nc(-c3c(C)nc4ccccn34)cs2)c1	20.0	-4.7	/	4.5	-3.5	21.1	3.9	-0.8	2.5	-14.7
CC1=CC=CC2=N/C(=N\S(=O)(=O)c3ccc(F)cc3F)c3ccccc3CN12	21.6	-3.6	0.3	-24.7	-1.0	-47.8	5.6	0.2	3.5	9.6
Cc1cc2ccccn2c1C(=O)c1nc(NCc2ccccc2)ncc1Cl	22.6	20.3	-0.4	4.7	-7.0	3.3	9.1	5.6	0.4	4.8
CCCc1ccccc1OCCNS(=O)(=O)c1cc2c(cc1C)OCC(=O)N2	7.1	4.7	-0.1	-10.8	1.7	3.3	-2.9	1.1	4.0	-6.0
O=C(NCCCCCCNC(=O)NCc1ccco1)NCc1ccco1	17.8	-31.4	/	8.0	0.5	-7.6	-2.5	-16.5	4.1	-46.1
O=c1[nH]c(SCCOc2ccccc2)nc2ccccc12	16.6	46.5	0.4	-12.8	-3.1	-0.7	-2.9	30.1	-3.3	-36.3

HSP90 inh, entries above that show a hit.
SMILES	AI-2 QS modul	HSF-1 act	aSyn UTR inh	Platelet DG rel	HDAC3 inh	HSF1 inhib	HSP90 inh	KLF5 inh
CCOc1ccc(C(=O)Nc2cccc(C(=O)O)c2)cc1Cl	-5.5	-45.5	-8.2	5.8	1.8	-46.9	87.8*	50.6

Additional entries:
SMILES	AI-2 QS modul	HSF-1 act	HIF activator	aSyn UTR inh	IEC-6 cytotox	Platelet DG rel	HDAC3 inh	HSF1 inhib	HSP90 inh	KLF5 inh
CN1C(=O)/C(=C/c2ccc3c(c2)OCO3)N=C1c1ccccc1	7.7	-14.8	0.2	16.0	0.3	28.8	-3.3	0.0	7.5	-6.0
COc1ccc(C2CC(c3cccc(C)c3)n3nc(N)nc3N2)cc1 (centres undefined)	11.3	-16.6	0.1	11.5	3.6	7.1	1.0	-15.9	1.4	-2.8
O=C(NCc1nnc(SCC(=O)N2CCCc3ccccc32)o1)c1ccco1	15.0	6.8	-0.3	-3.8	-0.3	2.8	/	-8.8	0.9	-11.5
CCC(C)N(NC(C)=O)c1nc(Cl)nc(NC(C)C)n1 (centres undefined)	30.1	-20.0	0.3	15.8	-5.7	-47.7	-1.5	-3.9	-1.6	-25.2
CCS(=O)(=O)N1CCCC(C(=O)NCCCOC)C1 (centres undefined)	8.5	-10.3	-0.1	12.9	-5.2	-0.6	-9.4	-6.4	-1.1	-33.7
CCc1nc2ccc(C(=O)N3CCN(c4cccc(C)c4C)CC3)cc2nc1CC	2.9	17.1	/	27.4	7.3	-16.3	-5.4	2.2	7.6	-11.3
Cc1cc(N/N=C/c2ccc(N(C)C)cc2)c2ccccc2n1	3.3	-12.8	-0.3	-20.6	10.1	-1.6	-101.5	1.8	2.2	-16.4

Source: PubChem BioAssay (several laboratories)

Random draw from the library; about 5% have a hit in one of these screens.
